SR-BI uptake up: activators of SR-BI mediated DiI-HDL uptake, primary screen, ldlA[mSR-BI] CHO cells, DiI fluorescence | 3 h; 100 = double the neutral-control signal | activation, % at 12.5 µM | hit rate 0.096% among 320,000 | AID 504775, 2011;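 active = mean replicate activation of at least 60% and every replicate at or above 60%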;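 note: 0% = median plate neutral-control signal and 100% = twice that signal; values of inactives mirror those of a sister screen read the other way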
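Material: SR-BI-overexpressing, LDLR-lacking CHO cells; schedule: compound exposure 3 h, 37 °C; reagent: DiI-labelled HDL at 10 µg/mL final; technique: bottom-read fluorescence, 550/595 nm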
Tat transport: E. coli Tat export inhibitors, primary screen, MC4100, TorA-mCherry reporter, fluorescence, single point; inhibition, % at 10 µM; hit rate 0.036% among 340,000;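 active = mean replicate inhibition at least 50% and at least half of replicates individually reaching 50%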;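 note: exported cargo escapes ClpAP degradation while cytoplasmic cargo is degraded and loses fluorescence; 0% = median of neutral control wells and 100% = median of NaSCN control wells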
AddAB inh: growth inhibition of E. coli expressing H. pylori AddAB, primary screen, AddAB inhibitor project, absorbance; AID 435030, 2010; hit rate 0.29% among 330,000; inhibition, % at 11.9 µM; in the data active = inhibition above about 12%;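 note: 0% = vehicle wells of infected cells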
phage Ecoli inh: growth loss of phage-infected E. coli, primary screen, RecBCD inhibitor project, absorbance, with phage, HTS | inhibition, % at 11.9 µM | hit rate 0.26% among 360,000; in the data active = inhibition above about 11%
CAL PDZ FP-1: CAL PDZ peptide-binding inhibitors, primary screen, biochemical, fluorescence polarization, Cer-tagged CAL PDZ, HTS | Golgi-associated PDZ and coiled-coil motif-containing protein (Homo sapiens), Q9HD26 | purified CAL PDZ, TMR-peptide fluorescence polarization, 1 h | AID 504414, 2011 | hit rate 0.02% among 330,000 | inhibition, % at 20 µM;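 active = highest replicate inhibition of at least 40%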;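 note: plate controls were DMSO neutral control wells for no effect and unlabeled competitor peptide control wells for full effect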
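Material: tagged CAL PDZ domain; buffer or medium: 25 mM sodium phosphate pH 7.4, 150 mM NaCl, TCEP, IgG, Thesit; compound dosing: single point, 20 µM; schedule: 1 h incubation at room temperature before polarization reading; measured by: FP readout, S and P plane fluorescence; read-out basis: percent inhibition from loss of millipolarization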
SR-BI HDL uptake: inhibitors of SR-BI mediated HDL lipid uptake, primary screen, ldlA[mSR-BI] cells, fluorescence, single point. Scavenger receptor class B member 1 (Mus musculus), Q61009. hit rate 0.96% among 320,000. ldlA[mSR-BI] CHO cells, DiI-HDL uptake fluorescence, 3 h. inhibition, % at 12.5 µM;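 active = mean replicate inhibition of at least 70% and a set share of replicates each scoring 70 or more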;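 note: 0% = median of neutral control wells and 100% = median of positive control wells; values of inactives mirror those of a sister screen read the other way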
Target sequence (Q61009 whole entry, looked up): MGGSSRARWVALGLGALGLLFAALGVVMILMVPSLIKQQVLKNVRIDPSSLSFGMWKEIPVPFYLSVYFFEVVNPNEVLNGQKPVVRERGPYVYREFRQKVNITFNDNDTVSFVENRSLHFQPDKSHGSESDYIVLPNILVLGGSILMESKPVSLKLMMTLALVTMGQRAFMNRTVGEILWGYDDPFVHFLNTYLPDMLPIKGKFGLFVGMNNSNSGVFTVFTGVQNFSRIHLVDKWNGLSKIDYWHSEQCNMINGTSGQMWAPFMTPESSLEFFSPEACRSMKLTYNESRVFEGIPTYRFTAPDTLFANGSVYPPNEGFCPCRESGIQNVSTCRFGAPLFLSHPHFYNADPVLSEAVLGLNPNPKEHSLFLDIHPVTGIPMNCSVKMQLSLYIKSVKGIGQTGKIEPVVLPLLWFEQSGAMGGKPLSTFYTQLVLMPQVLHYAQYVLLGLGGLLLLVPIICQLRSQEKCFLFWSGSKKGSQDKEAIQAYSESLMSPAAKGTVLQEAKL
E coli growth: E. coli V3065 growth inhibition, primary screen, counter-screen for AddAB inhibitor project, absorbance, OD600; 18 h; inhibition, % at 11.9 µM; hit rate 0.27% among 330,000;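 active = inhibition above the campaign's mean inhibition across all tested compounds plus 3 SD, cut at about 9.9% in these data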;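 note: uninfected addAB+ strain grown without phage in ampicillin broth; 0% = DMSO wells and 100% = ciprofloxacin 0.95 µg/ml wells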
MITF TRPM1 HTS: activators of MITF-driven TRPM1 promoter reporter, primary screen, cell-based, SK-MEL-5, luciferase, single point; SK-MEL-5 TRPM1-promoter luciferase, 24 h; % of positive control, neutral wells = 0; activation, % at 12.5 µM; AID 588334, 2011; hit rate 0.75% among 300,000;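 active = mean activation of at least 80% with every replicate also reaching 80%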;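 note: 0% = neutral control wells and 100% = parthenolide positive control wells; values of inactives mirror those of a sister screen read the other way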
CAL PDZ FP-2: untagged CAL PDZ binding inhibitors, primary screen, biochemical, fluorescence polarization, HTS; Golgi-associated PDZ and coiled-coil motif-containing protein (Homo sapiens), Q9HD26; purified CAL PDZ, TMR-peptide fluorescence polarization, 1 h; inhibition, % at 24.9 µM; hit rate 0.92% among 300,000; AID 602252, 2012;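 active = mean inhibition of at least 30% with at least half of replicates also reaching 30%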;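 note: 0% = DMSO neutral control and 100% = excess unlabeled competitor peptide PRC23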
Wnt bcat act: Wnt/beta-catenin pathway activators, primary screen, cell-based, plate reader, single point; Wnt/beta-catenin reporter cell assay, activator; activation, % at 9.35 µM; hit rate 1.2% among 300,000; AID 743398, 2014; in the data active = activation above about 30%, passing the limit was not always enough;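 note: 0% = neutral control wells and 100% = positive control wells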
Starred values were filed as active, the others as inactive; . = not tested or not shown.

Preview:
SMILES | SR-BI uptake up | Tat transport | AddAB inh | phage Ecoli inh | CAL PDZ FP-1 | SR-BI HDL uptake | E coli growth | MITF TRPM1 HTS | CAL PDZ FP-2 | Wnt bcat act
Cc1ccccc1N(C(=O)CNC(=O)c1ccco1)C(C(=O)NC1CCCCC1)c1ccncc1 (centres undefined) | . | -5 | 2.3 | -2.4 | -3.6 | . | -1.4 | 0 | -3 | 1
Cc1ccc(NC(=O)NC(=O)CSc2nnc(-c3ccc(Cl)cc3Cl)n2N)c(C)c1 | 6 | -5 | 2.4 | 4.2 | -1.4 | -6 | -3.2 | 0 | -3 | .

Results, repeating the preview:
SMILES | SR-BI uptake up | Tat transport | AddAB inh | phage Ecoli inh | CAL PDZ FP-1 | SR-BI HDL uptake | E coli growth | MITF TRPM1 HTS | CAL PDZ FP-2 | Wnt bcat act
Cc1ccccc1N(C(=O)CNC(=O)c1ccco1)C(C(=O)NC1CCCCC1)c1ccncc1 (centres undefined) | . | -5 | 2.3 | -2.4 | -3.6 | . | -1.4 | 0 | -3 | 1
Cc1ccc(NC(=O)NC(=O)CSc2nnc(-c3ccc(Cl)cc3Cl)n2N)c(C)c1 | 6 | -5 | 2.4 | 4.2 | -1.4 | -6 | -3.2 | 0 | -3 | .
O=C(Nc1ccn(Cc2ccccc2)n1)c1ccc(F)cc1 | -14 | 4 | 3.3 | 3.3 | -3.8 | 14 | 0.3 | 24 | 0 | -8
CCCCn1nc(C(=O)N2CCN(S(=O)(=O)c3ccccc3)CC2)c2ccccc2c1=O | 17 | 2 | 0.2 | 8.0 | -0.8 | -17 | 0.6 | 2 | . | 0
CCc1cc2c(SCC(=O)Nc3cc(C)on3)ncnc2s1 | -3 | -3 | -1.3 | -6.0 | -2.2 | 3 | -1.4 | -3 | 1 | -1
Cc1ccc(C)c(N(CC(=O)NC(C)C)C(=O)CCC(=O)Nc2ccccn2)c1 | 1 | -4 | 2.2 | 1.9 | -0.3 | -1 | 0.3 | . | -6 | -2
CCCCN(CC)S(=O)(=O)N1CCC(C(=O)NCc2ccc(F)cc2)CC1 | -48 | 2 | 5.2 | -0.2 | -0.6 | 48 | -0.9 | 2 | -3 | -3
O=C(Nc1ccccc1Cl)c1ccccc1Oc1ccc(C(F)(F)F)cc1[N+](=O)[O-] | -6 | 0 | 6.6 | 3.5 | -1.5 | 6 | 7.7 | . | -1 | -2
Nc1ncnc2c1ncn2CCc1ccccc1 | 15 | -2 | 3.2 | 1.9 | -1.0 | -15 | 1.7 | -12 | -2 | 12
COc1ccc(C(Nc2cccc([N+](=O)[O-])c2)P(=O)(OC(C)C)OC(C)C)cc1 (centres undefined) | -4 | -1 | 1.8 | 1.3 | 0.0 | 4 | -0.5 | . | -2 | -2
COc1cc(/C=N/NC(=O)Cn2nnc3ccccc32)ccc1O | -24 | 5 | -2.9 | 3.8 | -2.6 | 24 | 0.3 | 5 | -1 | -5
CCOC(=O)c1nc(NNC(=O)c2ccc([N+](=O)[O-])cc2)sc1C | -91 | -13 | -1.6 | 4.9 | -0.5 | 91* | -3.7 | . | -2 | 0
COc1ccccc1N1CCN(C(=O)CSc2nc3ccccc3o2)CC1 | -24 | 4 | 2.8 | 0.9 | -3.0 | 24 | 1.3 | 20 | -2 | .
Cc1nnc(SCc2cccc(Cl)c2)n(N)c1=O | -1 | 3 | 0.7 | 0.9 | -1.2 | 1 | 2.5 | -12 | -4 | -1
Cc1ccc2c(c1)c1c(n2CC(O)CNC2CCCC2)CCCC1 (centres undefined) | . | -4 | 2.0 | 2.1 | -1.1 | . | 2.8 | -13 | -1 | -3
CCOc1ccc(CNC(=O)CS(=O)(=O)Cc2nc(-c3ccc(OC)cc3)oc2C)cc1 | -51 | 3 | 0.5 | 3.6 | -0.4 | 51 | -1.3 | 9 | 0 | -2
Cc1ccc(Cn2nnc3c(=O)[nH]c(C4CCN(C(=O)c5cccs5)CC4)nc32)cc1 | 13 | 7 | 1.5 | 1.5 | -3.5 | -13 | 4.4 | 7 | -1 | .
CSc1ccccc1C(=O)Nc1cc([N+](=O)[O-])ccc1C | -39 | -1 | 0.7 | 3.0 | 11 | 39 | -1.9 | 0 | -10 | -1
C=CCn1cc(-c2cccc(Cl)c2)cc(C#N)c1=O | -20 | -1 | 3.4 | 1.1 | -0.7 | 20 | -0.7 | -4 | -2 | .
COc1ccc(Cn2c(=O)sc3ccccc3c2=O)cc1 | -13 | 6 | . | 5.2 | -0.9 | 13 | . | 6 | 1 | -6
CCOc1cc(/C=C2\CN(CC)C/C(=C\c3ccc(O)c(OCC)c3)C2=O)ccc1O | -32 | -6 | -1.2 | -2.6 | -0.7 | 32 | -1.2 | -92 | -3 | 9
Cc1ccc2nc(SCc3nnc(-c4ccccc4Br)o3)[nH]c2c1 | 8 | 3 | 1.3 | 2.8 | -2.1 | -8 | -0.2 | -12 | -1 | -4
CCCN(Cc1nnc(-c2cccs2)o1)C(=O)CN1C(=O)NC2(CCCCC2C)C1=O (centres undefined) | -1 | -6 | -0.4 | 3.1 | -1.0 | 1 | 0.2 | 0 | . | 13
O=C(N/N=C/c1ccoc1)c1cccc([N+](=O)[O-])c1 | 7 | -5 | . | 1.9 | -2.4 | -7 | . | 3 | 4 | -1
CC1CCC(NS(=O)(=O)c2ccc3c(c2)CC(=O)N3)CC1 (centres undefined) | 12 | 1 | 5.0 | 0.5 | -3.2 | -12 | -1.0 | -2 | -3 | 0
Cc1ccc(C)c(S(=O)(=O)N2CCN(C(=O)c3cccn3C)CC2)c1 | 7 | -3 | 0.1 | 4.4 | -3.9 | -7 | 1.0 | -5 | 4 | -1
O=S(=O)(NCCc1ccccc1)c1cccc(S(=O)(=O)N2CCOCC2)c1 | 22 | -9 | 0.8 | 3.3 | 1.2 | -22 | 2.3 | -2 | . | .
O=C(NCc1ccccn1)C(=O)NCC1OCCCN1S(=O)(=O)c1ccc(F)cc1 (centres undefined) | 4 | -7 | 1.8 | 1.7 | 0.6 | -4 | 1.1 | -10 | -4 | 0
CN(C)CCN(C(=O)c1ccc2c(c1)CCCC2)c1nc2c(F)cccc2s1 | -33 | -1 | 3.0 | 4.7 | -1.8 | 33 | 1.9 | 24 | -3 | 4
CN1/C(=C\C(=O)COC(=O)Cn2nnc(-c3ccccc3)n2)C(C)(C)c2ccccc21 | 56 | -1 | -0.6 | 2.1 | -1.4 | -56 | -2.2 | -12 | -2 | -11
O=C(CCCN1CCC(c2ccccc2)C1)c1ccc2c(c1)OCCO2 (centres undefined) | 22 | 0 | 1.1 | 1.1 | -4.1 | -22 | 0.9 | 0 | -11 | .
CCCS(=O)(=O)N1CCN(Cc2ccccc2C(F)(F)F)CC1 | -5 | -1 | 0.2 | -5.6 | 0.1 | 5 | -1.8 | 0 | 0 | -3
C[C@@H]1O[C@@H](O[C@H]2[C@H](O[C@H]3C[C@]4(C)C(C[C@@H](O)C5C([C@]6(C)CC[C@@H](C(C)(C)O)O6)CC[C@]54C)[C@@]4(C)CC[C@H](O)C(C)(C)C34)O[C@H](CO)[C@@H](O)[C@@H]2O)[C@H](O)[C@H](O)[C@H]1O (some centres undefined) | 14 | -3 | 1.8 | 2.1 | -0.4 | -14 | 0.1 | -2 | -2 | 2
CCN(CC)c1ccc(C(=S)N2CCN(c3ccccc3)CC2)cc1 | 16 | 1 | -0.2 | -5.6 | -1.9 | -16 | -1.8 | 6 | -2 | .
CCOc1ccccc1CNC(=O)c1ccc2c(c1)N(CC)CCS2 | -68 | 4 | 1.0 | 3.4 | 0.5 | 68 | 0.6 | -1 | . | 3
CN(C)N1C(=O)CC(N2CCCCC2)C1=O (centres undefined) | -13 | -12 | 3.2 | 0.5 | -0.2 | 13 | 1.0 | -4 | -4 | 1
Clc1ccc(-c2nnc3sc(-c4ccc(Br)o4)nn23)c(Cl)c1 | 6 | -1 | -1.4 | 1.6 | -0.3 | -6 | 0.1 | 0 | -4 | 0
O=C(NNC(=O)c1cccc(S(=O)(=O)N2CCCCC2)c1)c1ccccc1 | 15 | -7 | 0.3 | 0.5 | 0.1 | -15 | 1.6 | 9 | 0 | 7
CN(C)c1nc(N)nc(/C(C#N)=C/C2CC3C=CC2C3)n1 (centres undefined) | -6 | -1 | -0.2 | 2.2 | -2.0 | 6 | -2.6 | . | 1 | -2
Cc1ccc(C)c(-c2nnc(NC(=O)CCS(=O)(=O)c3ccccc3)o2)c1 | 22 | 0 | -4.1 | -3.6 | 0.0 | -22 | -2.0 | -3 | -7 | 3
COc1cc(C(=O)NC(=S)N(C)Cc2ccccc2)cc(OC)c1OC | -6 | -2 | -1.9 | 1.9 | -0.4 | 6 | -1.7 | -9 | 4 | -1
COc1ccc(CCNC(=O)C2CCN(S(=O)(=O)N3CCC4(CC3)OCCO4)CC2)cc1OC | 20 | -5 | 0.5 | 1.2 | -0.9 | -20 | 1.2 | 7 | -1 | -6
O=C(c1ccc(C(F)(F)F)cc1)C1CCCN(C(=O)CN2C(=O)CSC2=O)C1 (centres undefined) | 19 | 0 | 1.8 | -1.4 | -0.6 | -19 | -1.5 | 41 | -9 | 8
CN(C)S(=O)(=O)Oc1ccc(C(=O)Nc2ccc([N+](=O)[O-])cc2)cc1 | -27 | -1 | 1.0 | 3.5 | -1.6 | 27 | 0.1 | -5 | -4 | -2
Nc1ccn(C2OC(COC(=O)C34CC5CC(CC(C5)C3)C4)C(O)C2O)c(=O)n1 (centres undefined) | 19 | 3 | . | 1.8 | -0.7 | -19 | . | . | -5 | -1
Cc1ccc(F)cc1NC(=O)CSCc1c(C)noc1C | . | -1 | 1.6 | 1.1 | -2.0 | -8 | 1.2 | 10 | 7 | -3
CN(CCOc1ccccc1)CC(=O)Nc1ccc(Br)cc1F | -1 | 12 | 3.9 | 0.8 | -3.9 | 1 | -0.5 | 7 | -1 | -1
Cc1cc(C)c(NC(=O)CS(=O)CC(=O)Nc2ccc(-n3cnnn3)c(C)c2)c(C)c1 (centres undefined) | . | -3 | 2.2 | 3.0 | -2.8 | . | -0.4 | . | -6 | 0
O=C(Nc1ccc(N2CCOCC2)cc1)c1ccc(Br)o1 | . | -1 | 1.0 | 2.2 | -2.0 | . | -3.8 | . | 0 | 23
COc1ccc(OCC(=O)Nc2ccc3c(c2)nc(CCN2CCC(C)CC2)n3C)cc1 | -9 | 3 | 0.7 | 3.0 | -2.0 | 9 | 0.8 | 0 | -2 | -1
CC(=O)NCCC(=O)Nc1cccc(S(=O)(=O)N(C)c2ccccc2)c1 | 11 | 7 | 1.2 | 4.2 | -0.7 | -11 | 0.8 | -1 | -5 | 6
N/C(Cc1cccs1)=N\OC(=O)COc1ccc(Br)cc1Cl | 30 | 0 | 3.7 | 1.9 | 0.0 | -30 | 3.1 | 59 | -4 | 24

Outcome played no part in choosing rows; about 3.6% have a hit in one of these screens.
